cardiac RTF act: cardiac RTF calcium sensitivity activators, primary screen, biochemical, IANBD-TnC fluorescence, EC20 calcium. IANBD-labeled TnC RTF fluorescence at EC20 calcium; 0% EC20 calcium, 100% full calcium. Troponin I, cardiac muscle (Homo sapiens) + Troponin T, cardiac muscle (Homo sapiens) + …. AID 493008, 2010. 0.24% of 340,000 active. activation, % at 7.2 µM;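 active = activation above the mean over all tested compounds plus 3 SD, cut at about 30% in these data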;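 also: rise in fluorescence read as greater calcium sensitivity of cardiac thin filaments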
CAL PDZ FP-1: untagged CAL PDZ binding inhibitors, primary screen, biochemical, fluorescence polarization, HTS | Golgi-associated PDZ and coiled-coil motif-containing protein (Homo sapiens), Q9HD26 | purified CAL PDZ, TMR-peptide fluorescence polarization, 1 h | inhibition, % at 24.9 µM | 0.92% of 300,000 active | AID 602252, 2012;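 active = mean inhibition of at least 30% with at least half of replicates also reaching 30%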;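 also: 0% = DMSO neutral control and 100% = excess unlabeled competitor peptide PRC23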
SR-BI DiI-HDL act: activators of SR-BI mediated DiI-HDL uptake, primary screen, ldlA[mSR-BI] CHO cells, DiI fluorescence | 3 h; 100 = double the neutral-control signal | activation, % at 12.5 µM | 0.096% of 320,000 active | AID 504775, 2011;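 active = mean replicate activation of at least 60% and every replicate at or above 60%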;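 also: 0% = median plate neutral-control signal and 100% = twice that signal; values of inactives mirror those of a sister screen read the other way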
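material = CHO ldlA[mSR-BI] cells | medium = Ham's F12 with 0.5% BSA, HEPES 25 mM, pH 7.4 | reagent = fluorescent DiI-HDL, 10 µg/mL final | compound dosing = single-point compound dose | incubation = 3 h, 37 °C | measured by = bottom-read fluorescence, 550/595 nm | measure = HDL uptake via cellular fluorescence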
CAL PDZ FP-2: CAL PDZ peptide-binding inhibitors, primary screen, biochemical, fluorescence polarization, Cer-tagged CAL PDZ, HTS. purified CAL PDZ, TMR-peptide fluorescence polarization, 1 h. inhibition, % at 20 µM. 0.02% of 330,000 active. AID 504414, 2011;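 active = highest replicate inhibition of at least 40%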;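 also: plate controls were DMSO neutral control wells for no effect and unlabeled competitor peptide control wells for full effect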
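Control set: unlabelled peptide and DMSO controls / Material: purified CerCALP PDZ construct / Timing: 1 h incubation at room temperature before polarization reading / Doses: 20 µM, one dose / Detection: fluorescence polarization (mP)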
Rtt109 Vps75: inhibitors of C. albicans Rtt109/Vps75 HAT, primary screen, biochemical, ThioGlo CoA-SH fluorescence, plate reader; purified Rtt109/Vps75, 4 h; inhibition, % at 34.9 µM; 0.16% of 330,000 active; AID 540336, 2011;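 active = inhibition of at least 50% in every replicate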
DAGLB inhibitor: DAGLB lipase inhibitors, primary screen, biochemical, fluorescence, HTS. HEK293T DAGLB membrane lysate, EnzChek fluorogenic substrate. inhibition, % at 5.17 µM. Diacylglycerol lipase-beta (Homo sapiens), Q8NCG7. 0.059% of 340,000 active; in the data active = inhibition above about 34%;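 also: 0% = enzyme with vehicle and 100% = wells lacking enzyme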
Target sequence (Q8NCG7 whole entry, looked up): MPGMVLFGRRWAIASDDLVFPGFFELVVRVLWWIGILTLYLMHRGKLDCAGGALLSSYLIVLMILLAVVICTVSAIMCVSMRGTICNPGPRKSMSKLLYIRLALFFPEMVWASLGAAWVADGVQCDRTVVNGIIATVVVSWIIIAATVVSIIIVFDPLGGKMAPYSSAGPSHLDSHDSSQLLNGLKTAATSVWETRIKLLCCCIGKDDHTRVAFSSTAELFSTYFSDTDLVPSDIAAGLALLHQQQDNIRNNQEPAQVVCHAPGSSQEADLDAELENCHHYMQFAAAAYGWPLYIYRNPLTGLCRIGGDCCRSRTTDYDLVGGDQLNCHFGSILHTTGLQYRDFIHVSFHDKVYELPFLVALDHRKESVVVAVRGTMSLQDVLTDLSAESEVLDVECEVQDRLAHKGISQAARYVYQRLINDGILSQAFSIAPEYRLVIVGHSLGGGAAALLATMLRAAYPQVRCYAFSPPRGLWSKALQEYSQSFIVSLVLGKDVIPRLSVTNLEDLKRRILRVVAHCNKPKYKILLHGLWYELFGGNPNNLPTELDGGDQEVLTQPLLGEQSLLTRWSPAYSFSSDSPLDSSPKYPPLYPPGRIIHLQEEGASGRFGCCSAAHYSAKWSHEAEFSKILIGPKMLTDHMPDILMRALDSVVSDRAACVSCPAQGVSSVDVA
C-LANA FP: inhibitors of KSHV C-LANA binding to DNA, primary screen, biochemical, fluorescence polarization, FAM-LBS DNA, MBP-C-LANA, single point | inhibition, % at 9 µM | 0.078% of 340,000 active | AID 504423, 2011;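 active = highest replicate inhibition at or above 60% at 9 µM, even if other replicates fall short; inactive = all replicates below 60% inhibition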;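 also: 0% = neutral control wells and 100% = 4 µM acridine orange control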
RTF Ca sens inh: cardiac RTF calcium sensitivity inhibitors, primary screen, biochemical, IANBD-TnC fluorescence, EC70 calcium; Troponin I, cardiac muscle (Homo sapiens) + Troponin T, cardiac muscle (Homo sapiens) + …; IANBD-labeled cardiac RTF, Ca2+ fluorescence; inhibition, % at 7.15 µM; 0.12% of 340,000 active; AID 493244, 2011;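 active = inhibition above the mean inhibition of all tested compounds plus 3 SD, cut at about 17% in these data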;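 also: assay run at fixed EC70 calcium of 1.6 mM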
Keap1-Nrf2 PPI: Keap1-Nrf2 protein-protein interaction inhibitors, primary screen, biochemical, fluorescence polarization, single point. Kelch-like ECH-associated protein 1 (Homo sapiens), Q14145. Keap1 Kelch-Nrf2 peptide fluorescence polarization, 1536-well. inhibition, % at 9.4 µM. 0.15% of 340,000 active. AID 504523, 2011; in the data active = inhibition above about 12%;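 also: human Keap1 Kelch domain with fluorescein labeled Nrf2 9mer peptide probe; 0% = neutral control wells and 100% = peptide positive control; higher means more block of Keap1 binding to Nrf2 peptide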
PKA-R2B activ: activators of PKA-R2B holoenzyme, primary screen, biochemical, fluorescence polarization, Cy5-IP20, human | cAMP-dependent protein kinase catalytic subunit beta (Homo sapiens) + cAMP-dependent … | PKA-R2B holoenzyme dissociation; R2B truncated from residue 108, S112A mutant; 0% DMSO only, 100% 113 µM cGMP | activation, % at 11.4 µM | 0.079% of 340,000 active | AID 504700, 2011;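 active = activation above a cutoff set at the mean over all compounds plus 3 SD, cut at about 18% in these data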;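 also: higher means more holoenzyme dissociation and a rise in polarization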
Target sequence (P31323 whole entry, looked up, other chains not shown, the tested form may be a part): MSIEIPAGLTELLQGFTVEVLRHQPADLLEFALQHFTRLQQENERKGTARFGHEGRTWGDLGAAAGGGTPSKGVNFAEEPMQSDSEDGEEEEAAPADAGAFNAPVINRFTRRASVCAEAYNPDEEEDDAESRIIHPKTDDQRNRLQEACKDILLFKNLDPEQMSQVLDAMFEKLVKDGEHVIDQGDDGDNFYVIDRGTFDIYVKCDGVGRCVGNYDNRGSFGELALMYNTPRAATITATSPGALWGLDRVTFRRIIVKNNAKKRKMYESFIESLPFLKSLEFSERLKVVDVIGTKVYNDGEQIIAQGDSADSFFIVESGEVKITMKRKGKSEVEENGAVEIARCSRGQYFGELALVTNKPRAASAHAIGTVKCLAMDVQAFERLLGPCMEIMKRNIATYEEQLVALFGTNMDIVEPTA
* hit, by the source's call; nt = no result given.

SMILES	cardiac RTF act	CAL PDZ FP-1	SR-BI DiI-HDL act	CAL PDZ FP-2	Rtt109 Vps75	DAGLB inhibitor	C-LANA FP	RTF Ca sens inh	Keap1-Nrf2 PPI	PKA-R2B activ
Cc1c(C(=O)NC(=S)NCc2cccnc2)oc2ccccc12	1.5	0.5	-6.1	-1.3	-9.6	-2.0	-0.7	-3.9	-0.3	-3.9
O=C(Oc1cccnc1)c1cccc(Cl)c1	-1.9	-3.2	4.6	-2.1	15.0	-1.2	0.9	-2.1	-2.2	-3.5
Fc1ccc(NC(=S)NCc2ccc3c(c2)OCO3)cc1	-7.0	5.1	3.1	0.0	0.9	1.3	0.6	-5.7	-1.1	-13.4
O=C(CN1CCc2cc3c(cc2C1)OCCCO3)Nc1ccc(F)cc1	-3.5	-1.9	3.1	-1.5	-7.5	-1.7	-1.8	4.4	-7.3	-10.3
CC(C)(C)c1ccc(/C=C/C(=O)Nc2ncccn2)cc1	1.5	0.4	24.2	-2.8	-11.1	3.0	0.4	5.4	-1.0	7.3
O=C(CCC(=O)N1CCN(S(=O)(=O)c2cccc(F)c2)CC1)c1cccs1	0.9	1.7	nt	0.1	2.7	-1.1	-1.2	-1.4	-3.7	-5.4
COc1ccc(CCNC(=O)C(=O)c2c(C)n(C)c3ccccc23)cc1OC	3.3	nt	-11.9	-0.5	12.0	-0.1	0.2	-7.0	-2.3	1.1
CC(=O)Nc1ccc(NC(=O)c2ccc(COc3ccc(C)cc3)o2)cc1	-1.7	-1.5	17.1	-14.2	-4.2	1.6	0.0	3.6	-1.3	-6.9
CC(C)NC(=O)CN(Cc1ccccc1)S(=O)(=O)c1ccccc1	1.2	1.8	50.0	-0.1	-4.7	-0.4	0.2	-17.3	-3.4	5.2
Cn1c(O)c(N=NC(=O)Cn2c(C(F)(F)F)nc3ccccc32)c2ccccc21	0.9	-4.8	-9.0	0.0	-3.9	0.6	4.0	-9.2	-2.0	0.0
COc1ccc(C2=NOC(C(=O)Nc3ccc4c(c3)OCCO4)C2)cc1OC (centres undefined)	-0.8	-6.3	4.1	0.3	0.2	-0.4	-0.4	-0.4	-0.8	7.1
COc1cc2cc(C(c3nnnn3C3CCCCC3)N(C)C3CCCCC3)c(=O)[nH]c2cc1OC (centres undefined)	5.5	-0.8	-3.1	-2.3	6.0	-3.1	3.6	-11.2	-12.9	-11.2
COCCn1c(SCCN2CCOCC2)nc2c1c(=O)[nH]c(=O)n2C	4.1	-6.1	9.6	0.3	-1.0	1.9	-1.3	0.0	0.0	1.3
CN(C)S(=O)(=O)c1ccc(NC(=O)Cn2c(-c3ccccc3)noc2=O)cc1	4.4	-6.4	-2.8	-0.7	4.2	-0.2	-0.3	-13.7	-3.0	0.1
Cc1cc2[nH]cnc2c([N+](=O)[O-])c1C	6.2	nt	1.2	-0.3	-0.4	-0.6	0.6	-6.9	-1.2	-11.3
Cc1cc2c(=O)n(CC(=O)N3CCN(c4ccc(F)cc4)CC3)cnc2s1	-5.1	-0.4	31.0	-0.1	-3.3	-1.7	-2.0	-3.5	1.9	2.1
NC(=O)CC(NC(=O)Cc1ccc(Br)cc1)c1ccc(NCCN2CCOCC2)c([N+](=O)[O-])c1 (centres undefined)	-1.9	-3.5	33.1	-0.2	-5.8	0.0	2.1	5.1	-2.6	-10.0
Cc1cccc(C(=O)OCC(=O)c2csc(N3CCCCC3)n2)c1[N+](=O)[O-]	-0.7	nt	-11.5	-1.6	3.2	-1.8	-0.6	-12.1	1.2	-8.3
C=CCn1c(COc2ccccc2)nc2ccccc21	-6.4	2.5	-3.0	-0.4	-3.2	-1.5	0.7	-3.6	-1.9	-2.8
COc1ccc(CCn2nnnc2C(CC(C)C)N2CCC(C(N)=O)CC2)cc1OC (centres undefined)	-6.5	-2.4	-33.4	-2.1	-19.7	-0.6	1.6	-3.2	-5.8	-3.4

Gathered by group: the entries above containing an NH in an aromatic ring (3)
SMILES	cardiac RTF act	CAL PDZ FP-1	SR-BI DiI-HDL act	CAL PDZ FP-2	Rtt109 Vps75	DAGLB inhibitor	C-LANA FP	RTF Ca sens inh	Keap1-Nrf2 PPI	PKA-R2B activ
COc1cc2cc(C(c3nnnn3C3CCCCC3)N(C)C3CCCCC3)c(=O)[nH]c2cc1OC (centres undefined)	5.5	-0.8	-3.1	-2.3	6.0	-3.1	3.6	-11.2	-12.9	-11.2
COCCn1c(SCCN2CCOCC2)nc2c1c(=O)[nH]c(=O)n2C	4.1	-6.1	9.6	0.3	-1.0	1.9	-1.3	0.0	0.0	1.3
Cc1cc2[nH]cnc2c([N+](=O)[O-])c1C	6.2	nt	1.2	-0.3	-0.4	-0.6	0.6	-6.9	-1.2	-11.3

Other results.
SMILES	cardiac RTF act	CAL PDZ FP-1	SR-BI DiI-HDL act	CAL PDZ FP-2	Rtt109 Vps75	DAGLB inhibitor	C-LANA FP	RTF Ca sens inh	Keap1-Nrf2 PPI	PKA-R2B activ
COc1ccc(/C(C)=N/Nc2nccnc2Cl)cc1	-5.6	5.5	-13.8	-0.2	-4.5	0.9	0.8	-4.0	-1.4	3.7
O=C(c1ccc2noc(-c3ccccc3)c2c1)N1CCN(c2ccccc2)CC1	-4.5	-2.9	-15.4	-2.5	2.4	2.0	-1.0	-2.6	-4.4	6.0
C=CCNC1=C(Cl)C(=O)N(Cc2ccccc2)C1=O	0.8	-3.6	-5.4	-2.7	-11.4	0.2	-1.1	-19.6	-4.5	-2.5
O=C(Cc1ccc([N+](=O)[O-])cc1)Nc1cc(C(F)(F)F)cc(C(F)(F)F)c1	-2.6	-2.6	-27.1	1.0	11.4	-4.9	-0.6	-2.5	2.5	-1.1
CC(C)OCCCNC(=O)c1cc(-c2cccs2)nc2ccccc12	-4.0	0.3	-35.2	0.4	5.3	-4.1	-1.5	0.3	-0.8	1.8
O=C(CCc1nc(-c2ccccc2F)no1)Nc1ccc(Oc2ccccc2)cc1	2.2	-3.9	-16.3	-0.4	-0.8	-9.3	-0.4	-4.1	3.1	-3.7
Cc1cc(C(=O)NN)c(Cl)cc1Cl	1.7	-4.0	nt	-1.9	13.3	-3.2	-2.0	-6.3	-3.2	5.9
Cc1sc2nc(CSc3nnc(Cc4cccs4)n3C3CCCCC3)[nH]c(=O)c2c1C	6.3	-3.4	2.4	-1.5	11.9	-2.9	-9.1	-4.4	-34.6	-4.1
O=c1[nH]c2ccc(S(=O)(=O)NCc3ccccc3)cc2[nH]1	2.8	nt	-2.6	0.4	-5.2	-1.1	-0.4	3.9	0.8	-6.9
CC(=O)c1cccc(NC(=O)CN2CCc3cc4c(cc3C2)OCCCO4)c1	2.8	-4.4	-1.2	-0.1	-5.8	-2.5	0.0	0.1	-5.8	-1.1
CCN(CC(=O)Nc1ccccc1OC)C(=O)CN1C(=O)NC(C)(c2ccccc2)C1=O (centres undefined)	-0.6	-3.0	-8.9	-1.0	1.3	-5.7	0.3	4.2	-2.7	-0.5
CN(C)C(=O)c1c2c(nc3ccccc13)-c1ccccc1CC2	4.3	-1.7	-28.3	-1.3	7.7	-1.1	-0.9	7.9	-0.3	-16.3
COn1c2c(c3c4nonc4ccc31)CCCC2	4.0	-4.4	-17.2	-4.3	1.8	0.6	7.0	-5.9	-8.7	-3.3
CCCCCCSc1nsc(N)n1	0.8	1.2	8.0	-1.2	12.5	-2.4	0.0	-4.4	-3.4	-16.9
CCCS(=O)(=O)c1ccc(COC(=O)c2ccc(NC(C)=O)cc2)cc1	5.5	nt	-12.2	-0.7	1.9	-0.9	0.5	-11.1	0.9	3.4
CC(=O)c1ccc2c(c1)N(C)c1ccccc1S2	-5.1	-1.4	-8.6	-0.5	5.5	-3.8	-0.5	12.4	-9.5	-4.7
COC(=O)c1ccc2c(=O)n(CCCN3CCOCC3)c(=S)[nH]c2c1	5.5	-4.6	18.8	-1.1	-0.3	3.5	1.5	-1.2	-3.6	5.9
O=C(CN(C(=O)CCC(=O)Nc1ccccn1)c1ccc2c(c1)OCO2)NCc1ccco1	-5.5	0.4	-9.0	-1.1	-8.3	-0.3	0.4	0.0	-3.3	2.9
CC(=O)N1CCN(C(=O)c2cc(S(=O)(=O)Nc3ccc(S(C)(=O)=O)cc3)ccc2Cl)CC1	1.1	3.0	43.0	-12.5	-4.7	-1.4	0.0	1.1	3.6	13.0
COc1ccc(N2C(=O)C(O)C2c2ccc(C)cc2)cc1 (centres undefined)	-5.9	-5.3	11.0	-1.8	-0.7	-1.7	0.9	-3.5	-3.4	-6.2
Cc1ccc(-c2cc(C(=O)NCCN3CCOCC3)no2)cc1	0.9	-1.8	-22.1	-2.6	16.7	1.6	0.4	4.1	-3.0	12.3
O=C(COc1ncnc2ccccc12)N1CCN(S(=O)(=O)c2ccccc2)CC1	5.9	-1.5	21.6	-0.8	-1.6	0.4	-0.4	-4.6	-3.1	0.0
CC[C@@H](C)[C@H](NC(=O)CCc1c(C)c2cc3c4c(oc3c(C)c2oc1=O)CCCC4)C(=O)O	-5.7	-11.3	-2.2	-6.9	-0.9	5.1	4.7	-3.0	-6.1	-2.2
O=C(Cn1cc(C(=O)C2CC2)c2ccccc21)Nc1ccccc1Cl	-4.2	0.1	nt	-1.7	-2.6	-12.2	-0.7	7.8	2.6	-6.8
COc1cc(Br)c(S(=O)(=O)Nc2c(C)n(C)n(-c3ccccc3)c2=O)cc1OC	6.3	nt	37.8	-1.4	-4.9	-2.7	-2.4	-5.9	-4.5	-5.2
CCc1nc(SCC(=O)Nc2cc(C)on2)n[nH]1	-5.6	1.8	6.8	-0.5	6.8	-0.4	0.9	-4.4	-2.2	6.5
COc1ccc(C2C(C#N)=C(SC)NC3=C2C(=O)CC(C)(C)C3)cc1 (centres undefined)	2.5	2.2	18.4	-2.6	nt	-2.3	0.3	1.0	6.3	2.6
CCCNC(=O)C1CCN(S(=O)(=O)c2c(C)noc2/C=C\c2ccc(OC)cc2)CC1	1.5	nt	-47.3	0.4	-2.8	-1.9	-0.6	-1.0	2.5	-0.5
CCN(CC)CCNCC1C(=O)O[C@@H]2C[C@@]3(C)CCC[C@H](C)C3=C[C@H]12 (some centres undefined)	-3.9	nt	4.2	-0.6	-2.9	-1.1	1.0	-4.6	-6.8	-5.2

High-throughput results: PubChem BioAssay, several laboratories
